VEEV TC-83 Vero – inhibitors of VEEV TC-83 cytopathic effect, confirmation, Vero cells (AID 588727); Vero cells, VEEV TC-83 cytopathic effect inhibition; higher % means a stronger effect; inhibition, % at 20 µM, or IC50 in µM where a hit was titrated; 350,000 tested, 0.13% active; in the data active means a potency from the dose series; inconclusive means inhibition mostly from about 14% at the one dose, without a potency; inactive means the rest, 99 in 100 with inhibition below about 12%; further: strong numbers were not always called active
M. tuberculosis HTS – M. tuberculosis growth inhibition, HTS (AID 449762). M. tuberculosis H37Rv growth inhibition, 7H9 media; higher % means a stronger effect. inhibition, % at 25 µM; hits with a dose series show IC50 in µM. 330,000 tested, 0.59% active; in the data active means a potency from the dose series; inconclusive means inhibition above about 70% without an active follow-up result;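 further: bacterial growth assessed after seven days of incubation; strong numbers were not always called active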
Salmonella PhoP GFP – PhoP regulon inhibitors, Salmonella typhi PhoP promoter GFP reporter, confirmatory (AID 1850); Salmonella Typhi PhoP-promoter GFP reporter, fluorescence, 4 h; higher % means a stronger effect; inhibition, % at 50 µM; hits with a dose series show IC50 in µM; 310,000 tested, 0.33% active; in the data active means a potency from the dose series; inconclusive means inhibition mostly from about 25% at the one dose, without a potency; inactive means the rest, 99 in 100 with inhibition below about 19%;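 further: 0% = induced wells with vehicle and 100% = uninduced wells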
H1N1 NS1A inhibition – H1N1 influenza NS1A inhibitors, functional cell based assay (AID 504329); NS1A functional cell-based assay, percent inhibition; higher % means a stronger effect; one-dose inhibition, % at 12.5 µM; IC50 in µM for titrated hits; 340,000 tested, 0.3% active; in the data active means a potency from the dose series; inconclusive means inhibition above about 27% without an active follow-up result; further: strong numbers were not always called active
M. tuberculosis – growth inhibition of non-replicating M. tuberculosis (AID 488890); one-dose inhibition, % at 25 µM; IC50 in µM for titrated hits; Mycobacterium tuberculosis non-replicating, growth inhibition; higher % means a stronger effect; 320,000 tested, 0.39% active; in the data active means a potency from the dose series; inconclusive means inhibition mostly from about 82% at the one dose, without a potency; inactive means the rest, 99 in 100 with inhibition below about 76%;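 further: plate controls were DMSO cells for no effect and high antibiotic wells for full effect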
VEEV TC-83 Vero 10K pilot screen – second read-out of VEEV TC-83 Vero, no call of its own (marks repeat the call); inhibition, %; measured here: 10K pilot screen inhibition
* hit, by the source's call; i = inactive; ? = inconclusive; / = not tested or not shown.

SMILES	VEEV TC-83 Vero	M. tuberculosis HTS	Salmonella PhoP GFP	H1N1 NS1A inhibition	M. tuberculosis	others
O=C(CN1CCc2cc3c(cc2C1)OCCCO3)Nc1ccc(S(=O)(=O)N2CCCC2)cc1	4.0%	-3.3%	2.4%	13.2%	12.6%
Cc1nnsc1S(=O)(=O)Cc1ccccc1C(F)(F)F	1.4%	-11.0%	3.0%	8.7%	-8.0%
O=C(COc1ccccc1)Nc1nc(-c2cccs2)cs1	7.8%	-2.9%	2.2%	-11.3%	-1.5%
CCOC(=O)c1c[nH]c2ccc([N+](=O)[O-])cc12	2.9%	/	/	-16.5%	/
COc1ccc2oc(C(=O)OCC(=O)Nc3cccc(S(=O)(=O)N4CCOCC4)c3)c(C)c2c1	12.6%	26.2%	-8.7%	1.4%	28.1%
COc1ccccc1/C=C/C=N/NC(=O)c1ccco1	0.6%	28.7%	-1.3%	-19.8%	?
CCOc1cc(/C=C2\SC(=S)N(NS(=O)(=O)c3ccc(C)cc3)C2=O)ccc1O	4.9%	-7.2%	-4.9%	4.0%	9.0%
CCN(C[C@H]1N[C@@](C)(C(=O)OC)[C@H]2C(=O)N(C)C(=O)[C@@H]12)S(=O)(=O)c1ccc(-c2ccccc2)cc1	0.2%	1.1%	/	14.0%	8.0%
OC(COc1ccc2ccccc2c1)Cn1cncn1 (configuration not stated)	i	-4.1%	14.3%	-10.6%	-8.7%
NC(=S)NNC(=O)/C(=C/c1ccc(Br)cc1)NC(=O)c1ccccc1	2.0%	8.3%	2.4%	-4.4%	-12.2%
COc1cc(NC(=O)c2nccnc2C(=O)O)cc(OC)c1	i	-3.5%	/	-9.8%	-2.0%
C/C1=C\CCC2C(/C=C(\C)CC1)OC(=O)C2CN1CCCCC1 (configuration not stated)	0.3%	-1.2%	5.2%	2.1%	48.1%
CC(NS(=O)(=O)c1ccc(Cl)cc1)C(c1cccs1)N1CCN(C)CC1 (configuration not stated)	1.0%	5.4%	3.8%	3.1%	17.4%
CCOC(=O)c1cn(-c2c(C)n(C)n(-c3ccccc3)c2=O)c2c(F)c(F)c(F)cc2c1=O	7.4%	0.1%	6.3%	/	0.5%
COc1ccc(NCc2ccsc2)cc1	0.3%	-0.8%	-0.7%	2.5%	63.9%
C=CCn1c(SCC(=O)NCCCC(=O)OCC)nc2scc(-c3ccco3)c2c1=O	0.9%	-5.7%	-4.5%	4.6%	4.3%
O=C(Nc1ccc(-c2ccc(N3CCCCC3)nn2)cc1)c1ccco1	10.3%	?	3.0%	-4.1%	52.9%
Cc1ccc(C)c2[nH]c(=O)c(CCNC(=O)CC(C)C)cc12	2.3%	-4.6%	-10.8%	2.6%	/
Cc1cc(-c2ccccc2)nc2cc(C(=O)OC(C)C)nn12	2.8%	-2.8%	-7.5%	-4.1%	-3.7%
Cc1c(-c2cc(C(=O)O)on2)cnn1C	1.4%	7.2%	-8.7%	2.8%	-5.2%
CCn1nnnc1NCc1ccc(SC)cc1	0.3%	1.4%	-7.2%	-32.2%	18.4%
COC(=O)CCN(C)CCC(=O)OC	i	-2.6%	-11.9%	-18.2%	4.1%
O=c1cc(Nc2ccc3c(c2)OCCO3)[nH]c(=O)n1Cc1ccc(F)cc1	0.1%	-4.5%	-9.1%	-2.0%	15.0%
NCC(=O)c1ccccc1	0.7%	/	/	-5.8%	/
C=CCSC1=C(C#N)C(c2ccccc2C)CC(=O)N1 (configuration not stated)	6.3%	1.9%	0.5%	-5.1%	-5.1%
CC1CCN(C(=O)CCNC(=O)Cn2cnc3sc4c(c3c2=O)CCCC4)CC1	i	-2.0%	0.1%	-10.2%	0.6%
Cc1ccc(C)c(NC(=O)COC(=O)Cc2ccsc2)c1	i	-0.2%	-3.1%	-9.0%	26.1%
COc1cccc(CSc2nc3ccccc3cc2C=O)c1	3.9%	6.6%	5.8%	-1.1%	55.4%
Cc1nnc(SC(C)C(=O)Nc2nccs2)s1 (configuration not stated)	i	3.2%	0.3%	-7.0%	3.9%
Cc1ccc(Cc2c(C)nc3nc(SCC(=O)NCCCN4CCOCC4)nn3c2C)cc1	i	6.2%	-8.7%	-14.1%	7.8%
CN(C)CCNC(=O)/C(=C/c1ccc(-c2cccc(Cl)c2)o1)NC(=O)c1ccccc1	i	12.7%	20.4%	6.0%	33.5%
O=[N+]([O-])c1ccc(Sc2ncccn2)c([N+](=O)[O-])c1	i	?	7.1%	/	77.1%
C/C(=N\NC(=O)c1ccccc1F)c1ccc(C#N)cc1	1.3%	6.8%	13.6%	-4.2%	19.1%
CCN(CC)CCNC(=O)CCc1nn(C)c(=O)c2ccccc12	1.6%	2.6%	-1.4%	-8.7%	-6.1%
CC(NC(=O)CSCc1ccc(Br)cc1)c1ccccc1 (configuration not stated)	0.5%	31.0%	-4.6%	11.7%	67.5%
CCOc1ccc(/C=N/Nc2nncc(-c3ccccc3)n2)cc1OC	9.3%	0.5%	-4.9%	-5.2%	-3.7%
O=C1CC(N2CCN(c3ccc(F)cc3)CC2)C(=O)N1c1ccc2c(c1)OCO2 (configuration not stated)	1.0%	-1.9%	-17.7%	-3.5%	17.8%
Cn1cnnc1SCC(=O)NCCc1ccc(Cl)cc1Cl	i	6.0%	15.4%	-11.9%	2.8%
COc1cccc(NC(=O)CN(C)C(=O)c2cc(CN3C(=O)c4ccccc4C3=O)ccc2OC)c1	0.8%	/	/	2.7%	/
CCN(CC)S(=O)(=O)c1ccc(Cl)c(C(=O)Oc2cccnc2)c1	0.1%	-6.6%	-1.6%	7.2%	-16.9%
Cc1ccc2c(c1)CNc1ccccc1O2	1.5%	-5.2%	-4.5%	-21.1%	4.4%
O=C(Nc1ccccc1Cc1ccccc1)c1ccccc1NS(=O)(=O)c1ccc(Cl)s1	0.5%	2.1%	-3.1%	21.3%	78.7%	VEEV TC-83 Vero 10K pilot screen=5.0
Cc1onc(-c2ccccc2Cl)c1C(=O)Nc1ccc(-c2nnc3n2CCCCC3)cc1	1.5%	-6.6%	-7.2%	-26.3%	45.9%
O=C(Nc1ccccc1)C1CCN(C(=O)c2ccccc2)CC1	0.4%	-10.1%	-7.2%	-2.7%	-7.1%
CC(C)(C)NC(=O)CSc1nc(O)cc(=O)n1-c1ccccc1	1.0%	-0.5%	13.6%	5.0%	6.3%
O=C(NC1CCN(C(=O)NCc2ccccc2)CC1)c1cccc(F)c1	1.3%	2.4%	4.4%	2.4%	-15.7%
O=C1CC(C(=O)N(c2ccccc2)C(C(=O)NC2CCCC2)c2ccncc2)CS1 (configuration not stated)	i	-4.5%	1.8%	2.4%	-1.3%
FC(F)(F)c1nc2ccccc2nc1N/N=C/c1ccc(Cl)cc1	1.9%	2.2%	6.7%	3.8%	-9.3%
Cn1c(COc2ccc(F)cc2)nc2ccccc21	1.6%	-1.1%	-0.7%	-5.9%	11.1%
CN(NS(=O)(=O)c1ccc(Cl)cc1)c1cnn(C)c(=O)c1Cl	1.5%	-2.3%	5.1%	-16.6%	3.2%

Next part
SMILES	VEEV TC-83 Vero	M. tuberculosis HTS	Salmonella PhoP GFP	H1N1 NS1A inhibition	M. tuberculosis	others
COC(=O)c1ccccc1NC(=O)Nc1ccc2c(c1)OCO2	3.1%	-4.4%	-18.6%	8.0%	-8.6%
O=C1C(C=NCc2ccccn2)=C(O)c2ccccc21	0.7%	0.2%	0.6%	-2.9%	75.9%
C[C@H](CO)N1C[C@H](C)[C@@H](CN(C)S(=O)(=O)c2cccs2)Oc2ccc(NS(=O)(=O)c3ccccc3)cc2C1=O	7.8%	2.6%	/	-8.6%	24.1%
Cc1nn(C)c(Cl)c1/C=N/OC(=O)c1ccccc1	1.9%	32.2%	2.6%	-5.3%	33.0%
COc1ccc(C2C(C#N)=C(N)OC3=C2C(=O)CC(C)(C)C3)cc1OC (configuration not stated)	0.7%	-2.7%	-2.2%	-4.2%	5.1%
Cc1c(Br)c([N+](=O)[O-])nn1CC(=O)NCCc1c[nH]c2ccccc12	3.3%	23.7%	-3.6%	6.3%	7.9%
COc1ccc(/C=C/C(=O)NC(=S)Nc2ccc(N3CCN(C(C)=O)CC3)cc2)cc1	1.6%	-3.4%	1.3%	-19.9%	-1.3%
CCOc1cc(C(=S)N2CCOCC2)ccc1OC(=O)/C=C/c1ccc(OC)c(OC)c1	i	/	-4.0%	5.6%	7.9%
C=C(C)CNc1cc(S(=O)(=O)N2CCOCC2)ccc1Oc1ccccc1	1.4%	9.6%	/	-14.1%	-34.7%
Cc1nc2cc(C(=O)OCC(=O)N(CC(C)C)C3CCS(=O)(=O)C3)ccc2n1-c1ccccc1 (configuration not stated)	1.2%	-5.0%	-9.1%	7.3%	12.4%
CCn1c(SC)nnc1-c1c[nH]c2ccccc12	1.3%	3.3%	-5.9%	-1.4%	-1.5%
Cc1cccc(CC(=O)N2CCC(n3nccc3NC(=O)C3CC3)CC2)c1	1.1%	-1.9%	-7.5%	6.0%	9.0%
O=C(NC12CC3CC(CC(C3)C1)C2)c1cccnc1	i	-5.6%	-7.5%	1.2%	3.4%
CCN(CC(=O)Nc1ccc(NC(C)=O)cc1)C(=O)/C=C/c1cn(Cc2ccccc2)nc1-c1cccnc1	1.1%	24.3%	7.0%	-3.6%	7.8%
Cc1cccc(/C=N/NC(=O)CNc2cccc3ccccc23)n1	1.5%	-7.9%	-4.5%	-0.2%	52.8%
COCCCN1C(=O)C(=O)/C(=C(/O)c2ccc(OC(C)C)c(C)c2)C1c1ccncc1 (configuration not stated)	1.0%	-5.8%	7.7%	10.4%	1.1%
COCCNC(=O)C1c2cc(OC)c(OC)cc2C(=O)N(C)C1c1cccnc1 (configuration not stated)	2.1%	2.6%	15.2%	6.1%	-4.7%
O=C(NNC1=NS(=O)(=O)c2ccccc21)c1ccccc1Cl	i	-0.2%	5.3%	2.9%	-2.5%
COc1cccc(/C=C2\Oc3cc(OCC(=O)N4CCC[C@H]4C(=O)O)ccc3C2=O)c1	0.8%	2.6%	-1.6%	2.7%	4.4%
Clc1cccc(-c2nn3c(Cn4cnc5ccccc54)nnc3s2)c1	1.3%	-6.2%	-14.3%	-1.4%	1.2%

Grouped by structure: those above with bromine (3)
SMILES	VEEV TC-83 Vero	M. tuberculosis HTS	Salmonella PhoP GFP	H1N1 NS1A inhibition	M. tuberculosis	others
NC(=S)NNC(=O)/C(=C/c1ccc(Br)cc1)NC(=O)c1ccccc1	2.0%	8.3%	2.4%	-4.4%	-12.2%
CC(NC(=O)CSCc1ccc(Br)cc1)c1ccccc1 (configuration not stated)	0.5%	31.0%	-4.6%	11.7%	67.5%
Cc1c(Br)c([N+](=O)[O-])nn1CC(=O)NCCc1c[nH]c2ccccc12	3.3%	23.7%	-3.6%	6.3%	7.9%

Of the compounds above, 3 have a nitro group on carbon.
SMILES	VEEV TC-83 Vero	M. tuberculosis HTS	Salmonella PhoP GFP	H1N1 NS1A inhibition	M. tuberculosis	others
CCOC(=O)c1c[nH]c2ccc([N+](=O)[O-])cc12	2.9%	/	/	-16.5%	/
O=[N+]([O-])c1ccc(Sc2ncccn2)c([N+](=O)[O-])c1	i	?	7.1%	/	77.1%
Cc1c(Br)c([N+](=O)[O-])nn1CC(=O)NCCc1c[nH]c2ccccc12	3.3%	23.7%	-3.6%	6.3%	7.9%

(list continues)
SMILES	VEEV TC-83 Vero	M. tuberculosis HTS	Salmonella PhoP GFP	H1N1 NS1A inhibition	M. tuberculosis	others
CCc1cc(=O)oc2cc(OC(C)C(=O)NCc3ccccn3)ccc12 (configuration not stated)	1.7%	-0.3%	1.1%	5.3%	2.0%
CN(C)C(=O)c1cc(C(=O)Cc2ccccc2)c[nH]1	0.9%	2.9%	-6.0%	1.2%	-1.0%
CCOc1c(CNc2nnnn2C)cccc1OC	1.0%	-2.2%	-13.3%	12.8%	38.3%
CC(/C=C/c1ccco1)=N/NC(=O)c1ccc(C)nc1	3.4%	-3.8%	10.8%	-1.5%	i
COC(=O)c1ccc(S(=O)(=O)N2CCCCCC2)cc1	4.6%	-3.6%	-11.0%	-7.8%	19.0%
CC1(C)C2CC=C(/C=N/NC(=S)NCCc3ccccc3)C1C2 (configuration not stated)	2.2%	64.1%	-11.4%	-16.7%	14.5%
CCS(=O)(=O)N1Cc2ccccc2CC1C(=O)Nc1ccc(C)cc1 (configuration not stated)	2.2%	-24.4%	-10.4%	-3.8%	7.2%
O=C(N/N=C/C=C/c1ccccc1)c1cccnc1	i	-0.9%	-3.3%	-18.1%	?
COc1cc(C2C(C#N)=C(N)Oc3cc(C)oc(=O)c32)cc2c1OCO2 (configuration not stated)	4.7%	4.2%	-4.8%	-6.4%	6.3%
CN1CCN(S(=O)(=O)c2cccc(C(=O)Oc3cccc(Br)c3)c2)CC1	1.0%	16.9%	-3.2%	1.0%	11.3%
